TAG inh – inhibitors of triacylglycerol accumulation, primary screen, cell-based, uHTS, fluorescence, H9c2. AID 651582, 2012. inhibition, % at 12.5 µM. hit rate 0.66% among 230,000. H9c2 cells, Nile Red lipid (TAG) fluorescence; cells loaded with 200 µM oleic acid;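 active = pattern-corrected inhibition of lipid staining of at least 50% with the nuclear-stain viability signal not falling by more than 50%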;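 note: 0% = DMSO wells and 100% = triacsin C control wells; some results filed as inactive read as strong as hits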
TAG inh DAPI viability – recorded beside TAG inh, whose call it bears; DAPI nuclei signal change (viability), lower = more cytotoxic, %;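 whole-well DAPI fluorescence read on a plate reader as a viability signal; minus 50 percent equals half of cells still viable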
Active calls of the source: *.

SMILES	TAG inh	TAG inh DAPI viability
CCCNC(=O)C1(C)CCCN(C(=O)/C=C/c2ccccc2)C1 (configuration not stated)	28	-10
CCN1CCN(c2ccc(S(=O)(=O)N3CCCCC3)cc2NC(=O)/C=C/c2ccc(OC)c(OC)c2)CC1	13	3
Cc1ccc(NC(=O)C2CC(=O)OC23CCOC(C)(C)C3)cc1 (configuration not stated)	14	-3
COc1cc(-c2cc(C(=O)Nc3ccc(O)cc3)c3ccccc3n2)cc(OC)c1OC	-12	10
C[C@]1(C(=O)NCCN2CCOCC2)C=C[C@@H](Cc2ccccc2)N1C(=O)c1ccccc1	-5	-2
O=C(O)c1ccc(OCc2cn3ccccc3n2)cc1	9	-6
CCCC(NS(=O)(=O)c1ccc(C)cc1)C(=O)O (configuration not stated)	-36	23
CNc1nc(OCC#N)nc(N2CCCCC2)n1	8	-10
Cc1cccc(CC(=O)NCCS(=O)(=O)N2CCN(c3ccccc3)CC2)c1	27	-34
COC(=O)CN1C(=O)C(O)(CC(=O)c2ccc(Cl)cc2)c2ccccc21 (configuration not stated)	25	-10
O=C(c1cc(-c2ccc(Cl)cc2)n(-c2ccc(Cl)c(Cl)c2)n1)N1CCOCC1	-11	-6
COCCN(C(=O)c1ccc(N2C(=O)c3ccccc3C2=O)cc1)c1c(N)n(CC(C)C)c(=O)[nH]c1=O	23	-10
Cc1cccc(CCNS(=O)(=O)c2ccc3c(c2)n(C)c(=O)c(=O)n3C)c1	3	5
COc1ccc(N2CCN(C(=O)COc3ccc(Cl)cc3Cl)CC2)cc1	8	3
Cn1c(SCC(=O)Nc2cccc(C(=O)O)c2)nnc1-c1cc2cc(Br)ccc2o1	20	-10
COc1cccc(N2CCN(C(=O)CCNS(=O)(=O)c3ccc(F)c(F)c3)CC2)c1	22	8
CC(OC(=O)c1cc(=O)c2ccccc2o1)C(=O)c1ccccc1 (configuration not stated)	1	1
COC(=O)CNC(=O)CSc1nnc2cc(C)c3ccccc3n12	-2	7
CN(C)CCOC(=O)c1ccc2[nH]c3c(c2c1)CSCC3	3	7
CC(C)CC1C(=O)N(Cc2cn(CCC3OCCO3)nn2)CCS(=O)(=O)N1Cc1ccc(-c2cccc(N(C)C)c2)cc1 (configuration not stated)	19	-3
COc1ccccc1N1CCN(Cc2cccc(OC)c2OC)CC1	0	-4
CC(C)(C)NC(=O)N1CCN(c2nc(-c3ccccc3)ns2)CC1	-21	1
Cc1c(C(=O)N2CCOCC2)oc2ccc(Br)cc12	4	-2
COc1ccc(-n2c(C)cc(C(=O)COC(=O)Cn3cnc4ccccc43)c2C)cc1	-33	-4
COc1ccccc1NC(=O)COc1ccc(Br)cc1CNCCCN1CCOCC1	-10	15

The closing 6 entries of the section before open the next one.
SMILES	TAG inh	TAG inh DAPI viability
CC(C)CC1C(=O)N(Cc2cn(CCC3OCCO3)nn2)CCS(=O)(=O)N1Cc1ccc(-c2cccc(N(C)C)c2)cc1 (configuration not stated)	19	-3
COc1ccccc1N1CCN(Cc2cccc(OC)c2OC)CC1	0	-4
CC(C)(C)NC(=O)N1CCN(c2nc(-c3ccccc3)ns2)CC1	-21	1
Cc1c(C(=O)N2CCOCC2)oc2ccc(Br)cc12	4	-2
COc1ccc(-n2c(C)cc(C(=O)COC(=O)Cn3cnc4ccccc43)c2C)cc1	-33	-4
COc1ccccc1NC(=O)COc1ccc(Br)cc1CNCCCN1CCOCC1	-10	15
O=C(O)CCc1nc2cc(Cl)ccc2n(Cc2ccccc2)c1=O	13	-12
CN(C)c1ccc(-c2ccnc3c2CC(C)(C(=O)Nc2cccc(Oc4ccccc4)c2)O3)cc1 (configuration not stated)	-14	10
O=C(COC(=O)c1ccccc1)NC(=O)NC1CCCC1	0	-6
O=C(Nc1c(C(=O)N2CCCCC2)cnn1-c1ccccc1)c1ccccc1	-6	10
CN(CC(=O)Nc1ccc(Cl)cc1)C(=O)CCC1CCCC1	-14	-4
CC(C)(C)C1=Nn2c(nnc2-c2n[nH]c3c2CCC3)SC1	-17	5
O=C1OCc2cc(NC(=O)C3CCCO3)ccc21 (configuration not stated)	13	-17
CCOC(=O)CCc1c(C)c(C#N)c2[nH]c3ccccc3n2c1=O	2	-4
O=C(O)CCCn1cc(NC(=O)c2ccc(Br)o2)cn1	-2	3
CCCn1c(C(C)Nc2nc(-c3ccc(Cl)c([N+](=O)[O-])c3)cs2)nc2cc(Cl)c(N3CCCCC3)cc21 (configuration not stated)	-28	-16
CCCCNC(=O)NS(=O)(=O)c1ccc(NC(=O)C(NC(N)=O)C(C)CC)cc1 (configuration not stated)	3	-9
C=CCNC(=O)C1CC(=O)N(c2ccc(C)cc2)C1 (configuration not stated)	-5	3
COc1ccccc1N=C(C)C1=C(O)CC(c2ccccc2)CC1=O (configuration not stated)	27	-23
CCOC(=O)c1c(C)[nH]c(C(=O)C(C)OC(=O)c2ccc(NC(=O)CC#N)cc2)c1C (configuration not stated)	-83	6
O=C(COc1ccc(-c2nnc(N3CCCCC3)c3ccccc23)cc1)N1CCCCC1	-4	-5
COc1ccc(CN2CCNC(=O)C2CC(=O)NCCC2=CCCCC2)cc1OC (configuration not stated)	6	-3
Cc1ccccc1-c1nc(CN2CCSCC2)c(C)o1	-9	16
CC(C)(C)Sc1nc(O)cc(=O)[nH]1	-5	6
O=C(Nc1nnc(Cc2ccccc2)s1)c1cccnc1	12	1
NC(N)=NS(=O)(=O)c1ccc(N)cc1	-12	-5
COc1cccc(NC(=O)COC(=O)c2cc(S(=O)(=O)N3CCOCC3)ccc2C)c1	8	-5
Cc1ccc(S(=O)(=O)N2CCN(C(=O)CCn3cncn3)CC2)cc1	4	1
CCCNC(=O)Nc1cccc(NC(C)=O)c1	5	-6
O=C(O)CCCC(=O)NNC(=O)c1cccc(Br)c1	-1	1
O=C(COc1ccccc1Cl)Nc1cc(Cl)ccc1O	-3	-7

Later entries:
SMILES	TAG inh	TAG inh DAPI viability
CC1CCN(C(=O)CSC2=NS(=O)(=O)c3cc(F)ccc3N2)CC1	-8	5
CC(=O)N1CCOc2cc(S(=O)(=O)NC(C)c3ccccc3)c(Cl)cc21 (configuration not stated)	-13	0
COC(=O)c1ccc(CNC(=O)CN2C(=O)NC(Cc3ccccc3)(c3ccccc3)C2=O)cc1 (configuration not stated)	3	-5
CCCC(=O)Nc1nc2ccc(S(=O)(=O)N3CCCCC3)cc2s1	47	-44
Cc1cccc(-c2nnc3n2N=C(c2ccccc2Br)CS3)c1	-5	-8
CCCCCNC(=O)CCn1c(=O)oc2ccccc21	3	-1
Cc1cc(NC(=O)c2ccc(Cl)cc2)c(C)cc1O	5	6
CCCS(=O)(=O)N1CCC(C(=O)NCc2ccco2)CC1	-10	6
CN(C(=O)c1cnccn1)c1c(N)n(Cc2ccccc2)c(=O)[nH]c1=O	-2	-2
CC(C)n1nnnc1SCC(=O)N1CCN(C(=O)c2ccco2)CC1	-6	-14
Cc1cc(NC(=O)/C(C#N)=C/c2ccc(-c3cccc(C(F)(F)F)c3)o2)n(-c2ccccc2)n1	5	1
CN(Cc1cccc(F)c1)C(=O)CSc1nnc(C2CC2)n1C1CC1	-1	3
COCc1c(C(=O)Nc2ccc(C)c(S(=O)(=O)N3CCOCC3)c2)oc2ccccc12	26	-1
CCN(CC)Cc1cc(C(C)(C)C)cc(N2CCOCC2)c1O	-1	2
OC[C@@H]1CC[C@@H](Cc2ccc(-c3ccccc3)cc2)O1	19	-13
Cc1ccc(CC2C(=O)N(CC(=O)O)C(=O)C2C)cc1 (configuration not stated)	-18	9
COc1ccccc1C(=O)OCc1c(F)cccc1Cl	-13	3
CC(C)C(C(=O)NC(C)(C)C)N1C(=O)c2ccccc2C1=O (configuration not stated)	-7	27
O=C(CCS(=O)(=O)c1ccccc1)Nc1ccc2c(c1)OCO2	-5	9
CCCCN(CCCC)c1ncnc2nc[nH]c12	-15	-8
CC1CCC(C(C)C)C(OC(=O)Cn2c(-c3ccc(Br)cc3)[n+](C)c3ccccc32)C1 (configuration not stated)	89*	-19*
COc1cc2c(cc1OC)C(C(=O)N1CCCCC1)C(c1ccccc1F)N(C)C2=O (configuration not stated)	-75	21
CCOC(=O)C1CCN(C(=O)COc2cc(C)c(Br)cc2C)CC1	5	-9
CC(OC(=O)c1ccccc1O)C(=O)Nc1ccc(Cl)cn1 (configuration not stated)	-7	2
COc1ccccc1NS(=O)(=O)c1ccc(NC(=O)c2[nH]nc(OC)c2[N+](=O)[O-])cc1	-3	-6

Further structures follow:
SMILES	TAG inh	TAG inh DAPI viability
CCC1CCCCN1C(=O)COc1ccccc1NC(C)=O (configuration not stated)	4	-4
COC(=O)CCN(C(=O)c1cc([N+](=O)[O-])cc([N+](=O)[O-])c1)c1ccccn1	8	-10
CN(C)S(=O)(=O)c1ccc(NC(=O)CSc2nnnn2C)cc1	2	-7
COc1cccc(N2[C@@H](CC(=O)O)c3ccc(/C=C/C(=O)O)cc3S2(=O)=O)c1	-7	-5
CC(=O)Nc1ccc(/C=C/c2ccc3c([N+](=O)[O-])cccc3n2)cc1	8	-5
C=CCn1c(SCc2c(C)noc2C)nc2cc(C(=O)O)ccc2c1=O	-4	4
Cc1cc(C)n(-c2ccc(NC(=O)C3CCCCN3C(=O)c3ccoc3)cc2)n1 (configuration not stated)	6	1
Cc1[nH]c2ccc(C(=O)OC(C)C(=O)N(C)c3ccccc3)cc2c1C (configuration not stated)	12	-1
CN(C)CCOC(=O)CCCCCCCCC(=O)OCCN(C)C	-10	16
COc1ccc(/C=C/C(=O)N2CC(C)OC(C)C2)cc1OC (configuration not stated)	10	-6
O=C(Cc1cccs1)Nc1ccccc1C(=O)O	13	2
O=S1(=O)CCOC[C@H](Cc2ccccc2)N1Cc1ccc(Cl)cc1	-10	9
COc1ncccc1-c1nnn(-c2ccc(F)cc2)n1	6	1
Cn1c(N2CCN(C(=O)Nc3ccc(F)cc3)CC2)nc2ccccc21	-8	4
Cc1nc2cc(N3CCCCC3)c(NC(=O)c3ccncc3)cc2c(=O)n1Cc1ccccc1	16	-20
CCOC(=O)COc1cc(-n2c(=S)[nH]c3ccccc3c2=O)c(Cl)cc1Cl	-15	1
O=C(NNc1ccccc1C(F)(F)F)c1sccc1Br	-8	2
Cc1cccc(C)c1NC(=O)CN(C)C(=O)c1ccccc1Sc1ccccc1C#N	10	-4
C[C@@H]1CN([C@H](C)CO)C(=O)CCCn2nncc2CO[C@@H]1CN(C)C(=O)Nc1ccc(N2CCN(C)CC2)cc1	9	-6
O=C(Cn1nnnc1CN1CCOCC1)N1CCC(c2cccc(Cl)c2)C1 (configuration not stated)	10	-3
Cc1ccc(N(C)C(=O)c2cc(S(=O)(=O)N3CCCCC3)c[nH]2)cc1	5	-3
CCOC(=O)N1CCN(C(=O)COC(=O)C2CCN(S(=O)(=O)c3c(Cl)cccc3Cl)CC2)CC1	-3	-5
COc1ccc(C(c2sc3nc(C)nn3c2O)N2CCc3ccccc3C2)cc1 (configuration not stated)	1	7
COc1ccc(OCc2cc(C(=O)N(C)Cc3nccn3C)no2)c2ccccc12	8	3
CC(C)Cn1c(=O)c(C(=O)Nc2ccncc2)c(O)c2ccccc21	7	-7

Record cards, from the list above. Values in the order: TAG inh, TAG inh DAPI viability
Shown for Cc1ccc(N(C)C(=O)c2cc(S(=O)(=O)N3CCCCC3)c[nH]2)cc1 → 5, -3
Shown for CCOC(=O)COc1cc(-n2c(=S)[nH]c3ccccc3c2=O)c(Cl)cc1Cl → -15, 1

Other compounds follow.
SMILES	TAG inh	TAG inh DAPI viability
O=C(COc1ccccc1)Nc1ccc(N2CCN(C(=O)c3ccco3)CC2)cc1	-15	8
O=[N+]([O-])c1ncc(Br)cc1Nc1ccccc1	1	4
CCc1nnc(NC(=O)CSc2nnc(COc3cccc(C)c3)o2)s1	-13	11
O=C(O)/C=C/C(=O)Nc1c(F)cccc1F	13	-3
N=c1n(CC(=O)O)c2ccccc2n1Cc1ccccc1Cl	-16	9
C=CCN(c1ccccc1)S(=O)(=O)c1ccc2c(c1)oc(=O)n2C	-1	-9
CN(C)CCNc1ccc(-c2nn(C)c(=O)c3ccccc23)cc1[N+](=O)[O-]	8	-11
CC(=O)Nc1ccc(NC(=O)C(C)OC(=O)C2CC(=O)N(CCc3ccccc3)C2)cc1 (configuration not stated)	24	-1
CCOc1ccc2c(c1)c(C(C)=O)c(C)n2-c1ccccc1	-1	1
CC(=O)OCc1nc2sc3c(c2c(=O)[nH]1)CCCC3	-13	4
C[C@@H]1[C@H]2CCCC[C@H]2CN(C(=O)OC(C)(C)C)[C@@H]1CC(=O)c1ccccc1	-20	0
O=C(NCCSc1c[nH]c2ccccc12)C1CC1	-8	-8
CC(C)(C)N1CC2(c3ccccc3)CN(C(C)(C)C)CC(c3ccccc3)(C1)C2=O	14	-6
COc1ccc(C(=O)NCCCN2CCCC2=O)cc1	10	-2
CCOc1ccc(Oc2ccc(NC(=O)CSc3nncn3C)cc2)cc1	5	-1
O=S(=O)(Nc1ccc(OC(F)(F)F)cc1)c1cccc2nonc12	-7	11
O=C(c1cccc(COc2cccc3ccccc23)c1)N1CCCC1	0	-11
O=C(NC(c1ccccc1)c1ccccc1)N1CCOCC1	-12	13
Cc1cc(C)cc(N2C(=O)CC(c3ccccc3)CC2=O)c1	9	-3
COc1ccccc1C(=O)N1CCN(c2nc3cc(C)c(C)cc3cc2C#N)CC1	-1	2
CC(C)C(c1nnnn1Cc1cccs1)N1CCN(C2CCCC2)CC1 (configuration not stated)	-15	7

Among those listed so far, these contain a cyano group:
SMILES	TAG inh	TAG inh DAPI viability
CNc1nc(OCC#N)nc(N2CCCCC2)n1	8	-10
CCOC(=O)CCc1c(C)c(C#N)c2[nH]c3ccccc3n2c1=O	2	-4
CCOC(=O)c1c(C)[nH]c(C(=O)C(C)OC(=O)c2ccc(NC(=O)CC#N)cc2)c1C (configuration not stated)	-83	6
Cc1cc(NC(=O)/C(C#N)=C/c2ccc(-c3cccc(C(F)(F)F)c3)o2)n(-c2ccccc2)n1	5	1
Cc1cccc(C)c1NC(=O)CN(C)C(=O)c1ccccc1Sc1ccccc1C#N	10	-4
COc1ccccc1C(=O)N1CCN(c2nc3cc(C)c(C)cc3cc2C#N)CC1	-1	2

An excerpt. The share of hits here may be higher or lower than overall.
